ERK EGF inh – inhibitors of EGF-stimulated ERK signaling pathway. HEK293-V1b, EGF-stimulated phospho-ERK AlphaScreen. Potency, µM (highest dose often 11.5 µM), without a hit: at the top dose activity change, negative = inhibition, hits mostly inhibitors. hit rate 0.41% among 130,000; active = well fitted inhibition curve with a large enough effect; inconclusive = small, poorly fitted or top-dose-only effect, or effect the other way;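 also: plate controls were stimulated vehicle wells for no effect and unstimulated vehicle basal for full effect; nearly all actives have a fitted effect of over 55% in size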
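After overnight plating in 1% FBS, HEK293-V1b cells received test compound for half an hour, then a 5 min pulse of EGF (25 nM); ERK phosphorylation in lysates was read by bead-based AlphaScreen.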
* = called active by the depositor; u = inconclusive; [ ] = another dose, or the depositor's remark. Potency is read from the fitted curve at half-maximal effect. Only part of the results is shown; the hit share may differ from the screen's.

ERK EGF inh | SMILES
2% | CCOP(=O)(OCC)C(NC(=O)C(F)(F)F)c1ccccc1 (centres undefined)
-5% | CN(C)c1nc(NC(C)(C)C)nc(NC(C)(C)C)n1
-6%[57.5 µM] | COc1ccc(CCc2cc(OC)cc(=O)o2)cc1
-1%[25.7 µM] | C[C@H](Oc1ccccc1)C(=O)N[C@@H]1C(=O)N2[C@@H]1SC(C)(C)[C@@H]2C(=O)O
-15%[57.5 µM] | O=C(O)c1cccc(Cn2c(Cl)c(/C=N/NC(=O)c3ccccc3O)sc2=O)c1
6% | Cn1cc([N+](=O)[O-])c(C(=O)Nc2cnn(Cc3ccc(F)cc3)c2)n1
-1% | Cc1ccccc1C1CCCN(Cc2nc(CC3CC3)no2)C1 (centres undefined)
-4% | Cc1ccccc1NCC(=O)N/N=C/c1c(C)c(C(=O)c2ccc(Cl)cc2)n2ccccc12
6% | Cc1ccsc1C(=O)OCC(=O)Nc1c(Cl)cccc1C(F)(F)F
-13%[57.5 µM] | CC(C)C[C@H](NC(=O)c1nc[nH]c1C(=O)NCCCCCNC(=O)OC(C)(C)C)C(=O)OCc1ccccc1
13% | O=S(=O)(Nc1nccs1)c1ccc(Nc2nnc(-c3ccccc3)c3ccccc23)cc1
1% | CCN(C(=O)CSc1nnnn1-c1ccccc1)c1c(N)n(Cc2ccccc2)c(=O)[nH]c1=O
-2% | O=C1CN(C(=O)COC(=O)CNC(=O)c2ccc(Br)o2)c2ccccc2N1
3% | COc1ccc(CC(NC(C)=O)C(=O)NC2CCN(c3nnnn3-c3ccccc3)CC2)cc1OC (centres undefined)
0%[57.5 µM] | O=C1SC(Cc2ccccc2)C(=O)N1c1ccccc1 (centres undefined)
0% | COc1ccccc1CNC(=O)C(C)Sc1ccsc1[N+](=O)[O-] (centres undefined)
-7%[57.5 µM] | O=C1C[C@H]2[C@H](CO)[C@@H](OC(=O)c3ccc(-c4ccccc4)cc3)C[C@H]2O1
10% | CN(C)S(=O)(=O)c1ccc(C(=O)NNc2nc(-c3ccccc3)c3cc(Br)ccc3n2)cc1
3% | NC(=O)COC(=O)c1cccnc1Nc1ccccc1F
-12% | c1ccc2sc(N3CCN(Cc4ccc5c(c4)OCO5)CC3)nc2c1
-20% | Fc1cc(F)c2nc(N3CCCC3)sc2c1
-1% | Cc1cc(NO)c(C(C)C)cc1N=O
-3% | CCCNC(=S)N1CCC(n2cnc3ccccc32)CC1
-2% | Cc1sc(NC(=S)NC(=O)CCc2ccccc2)c(C(N)=O)c1C
1% | CCCN(CC1CC1)C(=S)NC(=O)C1CC1
-4% | CCOC(=O)/C(C#N)=C/c1cn(CCC(=O)O)nc1-c1ccc(OC)cc1
-4%[57.5 µM] | COc1ccc(-c2n[nH]c(C)c2-c2cscn2)c(O)c1
-18%[57.5 µM] | CCNC(=O)C12CCC(C)(C(=O)O1)C2(C)C (centres undefined)
5% | CC(=O)c1cccc(NC(=O)C(=O)Nc2cccc3ccccc23)c1
u | N#C/C(=C\Nc1ccccc1O)c1nc2ccccc2o1
4% | Cc1ccc(-c2nsc(SCC(=O)NCC3CCCO3)n2)cc1 (centres undefined)
1% | CCCCC/C=C\C[C@@H]1O[C@H]1C(O)/C=C\C/C=C\CCCC(=O)O (some centres undefined)
-18% | COc1ccc(CN2CCN(C(=O)c3cc(-c4cccnc4)nc4ccc(Cl)cc34)CC2)c(OC)c1OC
-6%[57.5 µM] | CC(C)C1CC(CCNCc2ccc3c(c2)OCO3)(c2ccccc2)CCO1 (centres undefined)
0% | CC(C)Sc1cc(N2CCCC2)nc(-c2ccccc2Cl)n1
0% | COc1ccc(N(CC(=O)NCc2ccccn2)S(=O)(=O)c2ccccc2[N+](=O)[O-])c(OC)c1
21% | CCOC(=O)C1=C(C)NC(=S)NC1c1cc(C)sc1C (centres undefined)
-5% | c1ccc(SCc2cc(-c3ccccc3)no2)cc1
-3% | CCOC(=O)c1ccc(NC(=S)Nc2ccc(Cl)cn2)cc1
u | Cc1ccc(SC[C@H](CC(C)C)N2CCN(CCc3ccccc3)CCC2=O)cc1
2%[57.5 µM] | Cc1cc(CN(C)Cc2cn(C)nc2-c2ccc(Oc3ccccc3)cc2)on1
9% | COc1ccc(Cc2nnc(N/N=C/c3ccc(O)cc3O)[nH]c2=O)cc1OC
5% | CC(=O)N1CCC2(CCCN(c3ccccc3)C2)CC1
6% | S=C(NC1CC1)NC1CCCc2ccccc21 (centres undefined)
2%[57.5 µM] | CCOC(=O)C1(Cc2cccc(OC)c2)CCN(Cc2ccon2)CC1
-5%[57.5 µM] | Cn1c(SCc2ccc(Br)cc2)nnc1-c1ccccn1
-1% | CSc1ccc(S(=O)(=O)N2CCN(Cc3ccc4c(c3)OCO4)CC2)cc1
-4% | c1ccc(-c2nnsc2Sc2ccccn2)cc1

Reformatted: results already given.
canonical_smiles | ERK EGF inh
CCOC(=O)C1(Cc2cccc(OC)c2)CCN(Cc2ccon2)CC1 | 2%[57.5 µM]
Cn1c(SCc2ccc(Br)cc2)nnc1-c1ccccn1 | -5%[57.5 µM]

Other results follow.
ERK EGF inh | SMILES
-4%[57.5 µM] | COc1cc(C(=O)Nc2ccc(S(=O)(=O)N3CCOCC3)cc2)c([N+](=O)[O-])cc1OC
-9% | c1ccc(-c2nnc(NC3=NCCC3)o2)cc1
-2% | CN(/N=C/C=C/c1ccccc1)c1cc(=O)n(C)c(=O)[nH]1
-7% | COc1ccc(-c2[nH]ncc2CN(C)Cc2nonc2C)c(OC)c1
5% | COc1ccc(N2CC(O)=C(c3nc(-c4ccc(Br)cc4)cs3)C2=N)cc1
-2% | O=C(COc1cccc(Cl)c1)N/N=C\c1cc2ccccc2nc1Cl
7% | COc1cc(NC(=O)c2ccco2)c(C(=O)OCC(=O)c2c[nH]c3ccccc23)cc1OC
-7%[57.5 µM] | CCOC(=O)C1CCN(C(=O)Nc2ccc(C)c(Cl)c2)CC1
1% | BrC1C(Br)C(Br)C(Br)C(Br)C1Br (centres undefined)
2% | Cc1cccc(N(C(=O)Cn2nnc(-c3ccc(F)cc3)n2)C(C(=O)NC(C)(C)C)c2ccncc2)c1 (centres undefined)
4% | CCOc1ccc(NC(=O)COc2nsnc2N2CCOCC2)cc1
-11% | Cc1ccc(CN2CCN(C3CCOCC3)CC2CCO)cc1 (centres undefined)

Laid out differently: results already given
SMILES	ERK EGF inh
COc1ccc(Cc2nnc(N/N=C/c3ccc(O)cc3O)[nH]c2=O)cc1OC	9%
CC(=O)N1CCC2(CCCN(c3ccccc3)C2)CC1	5%
S=C(NC1CC1)NC1CCCc2ccccc21 (centres undefined)	6%
CCOC(=O)C1(Cc2cccc(OC)c2)CCN(Cc2ccon2)CC1	2%[57.5 µM]
Cn1c(SCc2ccc(Br)cc2)nnc1-c1ccccn1	-5%[57.5 µM]
CSc1ccc(S(=O)(=O)N2CCN(Cc3ccc4c(c3)OCO4)CC2)cc1	-1%
c1ccc(-c2nnsc2Sc2ccccn2)cc1	-4%
COc1cc(C(=O)Nc2ccc(S(=O)(=O)N3CCOCC3)cc2)c([N+](=O)[O-])cc1OC	-4%[57.5 µM]
c1ccc(-c2nnc(NC3=NCCC3)o2)cc1	-9%
CN(/N=C/C=C/c1ccccc1)c1cc(=O)n(C)c(=O)[nH]1	-2%
COc1ccc(-c2[nH]ncc2CN(C)Cc2nonc2C)c(OC)c1	-7%
COc1ccc(N2CC(O)=C(c3nc(-c4ccc(Br)cc4)cs3)C2=N)cc1	5%
O=C(COc1cccc(Cl)c1)N/N=C\c1cc2ccccc2nc1Cl	-2%
COc1cc(NC(=O)c2ccco2)c(C(=O)OCC(=O)c2c[nH]c3ccccc23)cc1OC	7%
CCOC(=O)C1CCN(C(=O)Nc2ccc(C)c(Cl)c2)CC1	-7%[57.5 µM]
BrC1C(Br)C(Br)C(Br)C(Br)C1Br (centres undefined)	1%

Later entries
ERK EGF inh | SMILES
-5% | Cc1ccc(CNC(=O)Nc2cccc(C)c2)cc1
3% | S=C(Nc1ccc(Cl)cc1Cl)NC1CCN(Cc2ccccc2)CC1
1% | Nn1c(Cc2cccc3ccccc23)n[nH]c1=S
9%[57.5 µM] | CCOC(=O)c1c(NC(=O)c2ccno2)c2cc([N+](=O)[O-])ccc2n1C
-1% | COC(=O)C1CCN(C(=O)COC(=O)COc2ccc(C#N)cc2)CC1
u | COc1ccc(N2CC(O)=C(c3nc(-c4ccc(F)cc4)cs3)C2=N)cc1OC
23% | N/C(=N\OC(=O)Cc1ccccc1)c1ccccc1Cl
10% | COc1ccc(/C=C/c2cc(O)cc(O[C@H]3OC(CO)C(O)C(O)C3O)c2)cc1 (some centres undefined)
-3%[57.5 µM] | Cc1ccc(NC(=O)C(=O)C2C(=O)Nc3ccccc32)cc1 (centres undefined)
-6%[57.5 µM] | COc1cc(OC)cc(N2C(=O)CSCC2=O)c1
-8%[57.5 µM] | CC(=O)Oc1ccccc1C1C[C@]2(C)CC(=O)NC2N1C(C)=O (some centres undefined)
-13%[57.5 µM] | O=C(NCc1ccccc1)c1csc(-c2cccnc2)n1
-8% | COC(=O)/C=C/c1ccc(OC(=O)OC)c(OC(=O)OC)c1
-2% | C/C(Cc1ccccc1)=N\NC(=O)CNC(=O)c1cccc(Br)c1
-3% | CC[n+]1ccccc1/C=C/c1ccc(N(C)C)cc1
-4%[57.5 µM] | C=CCN(CC=C)C(=O)C(=O)c1ccn(-c2c(C)csc2C(=O)OC)c1
-1% | COc1ccc(-c2nc3ccccc3c(=O)n2CCOc2ccccc2C)cc1
24% | CC(CCC(=O)O)C1CCC2C3C(O)C[C@@H]4CC(O)CC[C@@]4(C)C3CC(O)[C@]12C (some centres undefined)
-5% | Cc1ccc(S(=O)(=O)NC(=O)c2ccc(-c3ccc(C)c4ccccc34)o2)cc1
-3% | COC(=O)[C@@H]1C[C@H]2CC[C@H](O)C[C@H]2N1Cc1ccc(N2CCOCC2)cc1
0%[57.5 µM] | O=C1OC(/C(=C\Nc2ccccc2)[N+](=O)[O-])c2ccccc21 (centres undefined)
0% | NC(=O)C1CCN(C(=S)c2ccc(-c3ccc(Br)cc3)o2)CC1
-5% | CCOC(CCn1c(SCc2cccc([N+](=O)[O-])c2)nc2ccccc2c1=O)OCC
6%[57.5 µM] | O=[N+]([O-])c1cccc(/C=C/c2ccccn2)c1
4% | COc1ccc(C2=NN(Cc3c(F)cccc3Cl)C(=O)CC2)cc1
1% | COc1cc(CC(=O)Nc2ccc3nc(C)sc3c2)cc(OC)c1OC
-10% | O=C(NNC(=O)C1CCC(C(=O)NNC(=O)c2cccs2)CC1)c1cccs1 (centres undefined)
14%[57.5 µM] | O=C(NN1CC(=O)N(c2cc(Cl)cc(Cl)c2)CC1=O)c1cccs1
12% | COCCNC(=O)c1nc2c(nnn2Cc2cc(C)ccc2C)c(=O)[nH]1
-4%[57.5 µM] | COC1OC(CO)C(O)C(O)C1O (centres undefined)
1%[57.5 µM] | CCCCC1=CC2=CC(=O)C(C)(OC(=O)CC)C(=O)C2=CN1c1ccc(OC)cc1 (centres undefined)
u | CCS(=O)(=O)c1ccc(N=Nc2ccc(O)c3ncccc23)c(OC)c1
-7%[57.5 µM] | O=c1c(-c2ccc(Br)cc2)[n+]([O-])c2ccccc2n1OCc1ccccc1
3% | Cc1cc(C)nc(N2CCCC(C(=O)Nc3nnc(C(C)(C)C)s3)C2)n1 (centres undefined)
-21% | O=C(COc1ncnc2sccc12)N1CCN(C(=O)c2ccco2)CC1
-5% | C=CCNc1ccc(N2C(=O)C3CCC(C)CC3C2=O)cc1[N+](=O)[O-] (centres undefined)
1.3µM* | COc1cc2ncnc(NCc3ccccc3Cl)c2cc1OC
u | N#C/C(=C\c1ccc(O)c(O)c1)C(=O)c1ccc(O)c(O)c1
2% | Cc1ccc(C(NC(=O)N2CCCC2)C(Cl)Cl)cc1F (centres undefined)
15% | CCc1cc(-c2n[nH]c(C)c2-c2nc3ccccc3s2)c(O)cc1OCC(=O)NN
0% | CC(=O)Nc1ccc(S(C)(=O)=O)c(C)c1
-2% | Cc1cc(Cl)cc(Br)c1OCCCNCC(C)O (centres undefined)
-2%[57.5 µM] | CCc1ccccc1NNC(=O)c1cc(C)on1
-11% | COc1ccc(CSc2nncn2C)cc1F
-3% | N/C(=N\OC(=O)Cc1ccc(Cl)cc1)c1ccncc1
-11%[57.5 µM] | O=C(COC(=O)c1ccc(Cl)cc1O)NCCN1C(=O)CSC1=O
-10%[57.5 µM] | CC(C)c1ccc(NNC(=O)C2CCC2)cc1
2% | Cc1cccc(Nc2ccc(NCc3ccccc3)nn2)c1
1% | O=C(Cn1cc(S(=O)(=O)N2CCN(c3ccccc3F)CC2)c2ccccc2c1=O)NCCCN1CCCCCC1
-1% | COc1ccc(-c2ccc(/C=N/N3C(=O)C4C5C=CC(C6CC56)C4C3=O)o2)c([N+](=O)[O-])c1 (centres undefined)
-16%[57.5 µM] | O=C(N/N=C\c1cc(Br)cs1)c1ccncc1
7% | Cc1nc2c(=O)n(C)c(=O)n(C)c2nc1Cl
17%[57.5 µM] | Cn1cnc2c(N/N=C/c3cccs3)ncnc21
20% | CN1CCN(CCCN(Cc2ccco2)C(=S)Nc2ccc(Cl)cc2)CC1
-9% | O=[N+]([O-])c1ccc2nc(CCCO)[nH]c2c1
1% | COc1ccccc1C(=O)NC1CCN(C(=S)NCCc2ccccc2)CC1
-16% | O=C(NNc1nc2c(F)cc(F)cc2s1)C1=COCCO1
0%[57.5 µM] | Cc1cc(C(=O)N/N=C/c2c(C)nn(-c3ccccc3)c2Cl)n[nH]1
-2%[57.5 µM] | CC(C)[C@@H](C(=O)N1CCN(C(=O)OC(C)(C)C)CC1)n1cc(CCO)nn1
4% | Cc1cc(C)c(C(=O)COC(=O)c2cc([N+](=O)[O-])ccc2NCCO)cc1C
-7% | CCC(=O)NC(Cc1ccccc1)c1ccc2c(c1)OCCCO2 (centres undefined)
8% | C[N+](C)(C)CC(O)CC(=O)O (centres undefined)

High-throughput results (PubChem BioAssay)
